LYP phosphatase – inhibitors of LYP phosphatase, biochemical, fluorescence intensity, uHTS (AID 1779); recombinant LYP phosphatase, fluorescence intensity; higher % means a stronger effect; inhibition, % at 11.5 µM, or IC50 in µM where a hit was titrated; 290,000 tested, 0.054% active; in the data active = inhibition above about 50%;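 note: plate controls were vehicle with enzyme for no effect and no enzyme for full effect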
Active calls of the source: *. The list is partial, so the mix of outcomes need not match the whole.

structure	LYP phosphatase
COc1cc(C(=O)NCc2nnc(SCC(=O)N3CCCCCC3)o2)cc(OC)c1OC	-10%
Cc1ccc(S(=O)(=O)NC(=O)c2ccccc2C)cc1	-9%
O=C1CSCC(=O)N1Cc1ccc(Cl)cc1Cl	-2%
O=C(NCCC(=O)N1CCCC(C(F)(F)F)C1)c1ccccc1Cl (configuration not stated)	-14%
COc1ccc(S(=O)(=O)Nc2ccccn2)cc1C(=O)Nc1ccccc1	2%
C/C(CCc1ccccc1)=N\NC(=S)NCCc1ccccc1	2%
Cc1ccc(Cn2c(CCC(=O)O)nc3ncccc3c2=O)cc1	-8%
CCOC(=O)c1ccc(NC(=S)N2CCN(c3ccccn3)CC2)cc1	-1%
CCC(C)NC(=O)C1CCCN(S(=O)(=O)c2ccc3c(c2)CC(C)N3C(=O)C2CC2)C1 (configuration not stated)	-7%
CCc1ccc2c(CN3CCC(C(=O)OC)CC3)cc(=O)oc2c1	-8%
CCOc1ccccc1OCCCNCc1ccccc1	-9%
Cn1c(SCC(=O)NC2CCCC2)nnc1-c1ccco1	-13%
Cc1ccc(S(=O)(=O)N2CCC(C(=O)NCCCn3ccnc3)CC2)cc1	-11%
Cc1ccc(NC(=O)CSc2nc3sc(C)cc3c(=O)n2C)cc1	-8%
COc1ccc2oc(=O)cc(CN3CCN(Cc4ccc(OC)c(OC)c4OC)CC3)c2c1	-3%
CC1(C)CC(=O)C=C(NCCc2ccccc2)C1	-6%
O=C(Nc1nc(-c2ccc(F)c(F)c2)cs1)Nc1ccc(F)cc1F	-9%
COCCNC(=S)N1CCN(c2nc(-c3cccc(OC)c3)cs2)CC1	-9%
Cc1cccc(CSCCNC(=O)CN2C(=O)c3ccccc3S2(=O)=O)c1	-2%
NC(=O)CCn1c(C(=O)c2cccc([N+](=O)[O-])c2)c2ccccc2[n+]1[O-]	-7%

Taken from above.
For LYP phosphatase, Cc1ccc(NC(=O)CSc2nc3sc(C)cc3c(=O)n2C)cc1 shows -8%
For LYP phosphatase, COc1ccc(S(=O)(=O)Nc2ccccn2)cc1C(=O)Nc1ccccc1 shows 2%

(listing goes on)
structure	LYP phosphatase
CC(=O)c1c(C)[nH]c(C(=O)CN2C(=O)NC(C)(c3ccc4c(c3)OCO4)C2=O)c1C (configuration not stated)	-5%
Cc1oc2c(CN3CCCC(C)C3)c(O)ccc2c(=O)c1-c1ccccc1 (configuration not stated)	-8%
Clc1ccc(CNC2CCN(Cc3ccccc3)CC2)cc1	-8%
Cc1cc(F)ccc1S(=O)(=O)NCC(c1cccnc1)N1CCc2ccccc21 (configuration not stated)	-7%
CCc1ccc(/C=C2/SC(=S)N(CCC(=O)Nc3ccc(C(=O)O)cc3)C2=O)cc1	-2%
COc1cc(CN2CCN(C(=O)c3ccccc3F)CC2)cc(OC)c1OC	-10%
CC1(c2cccc(Br)c2)NC(=O)NC1=O (configuration not stated)	-9%
CCOC(=O)N1CCN(C(=O)/C=C/c2ccc(OC)cc2)CC1	0%
CCOC(=O)/C=C/c1ccc2oc3ccccc3c(=O)c2c1	-8%
O=S(=O)(NCCN1CCOCC1)c1ccc(F)c(Cl)c1	-2%
Cc1cc(NC(=O)c2ccc(C)c(C)c2)no1	1%
C/C(Cl)=C/Cn1c(N2CCCC2)nc2c1c(=O)[nH]c(=O)n2C	-4%
COc1ccc(OC)c(C2=NS(=O)(=O)N(C)C(C(=O)Nc3ccc(C(C)=O)cc3)=C2)c1	-9%
COc1ccc(S(=O)(=O)N2CCC(C(=O)NCCC(=O)Nc3nccs3)CC2)cc1	-8%
CC(=O)N(/N=C/c1ccc(C)cc1)c1nc(CCl)cs1	-2%
Cc1cccc(N(C(=O)c2csnn2)C(C(=O)NCc2ccccc2)c2cccs2)c1 (configuration not stated)	-10%
CCOC(=O)C1=C(CN2CCN(C(=O)c3ccco3)CC2)NC(=O)NC1c1ccc(Cl)cc1 (configuration not stated)	-5%
CCOC(=O)C(C)NC(=O)c1cn(-c2ccc(OC)cc2)c(=O)c2ccccc12 (configuration not stated)	-5%
COc1ccc(CCN(C(=O)c2snc(C(N)=O)c2N)C(C(=O)NCC2CCCO2)c2ccc(F)cc2)cc1OC (configuration not stated)	-13%
CCOc1c(C)cnc2c1c(=O)n(Cc1ccc(Cl)cc1)c(=O)n2C	1%
CCC[C@@H]1C[C@@H](C(=O)NC(C(C)Cl)[C@H]2O[C@H](SC)[C@H](O)[C@@H](O)[C@H]2O)N(C)C1 (some centres not stated)	-10%
O=S(=O)(c1ccccc1)C1(C2CC(c3ccccc3)=NO2)CC(O)C1 (configuration not stated)	-9%
COc1ccc(-n2nc3c(c2NC(=O)COc2ccccc2F)CS(=O)(=O)C3)cc1	-10%
Cc1cccc(C)c1OCC(=O)Nc1ccc2c(c1)C(=O)NC2=O	-8%
COc1ccc(-c2nc3ccccc3c(=O)n2CCc2ccc(O)cc2)cc1	-1%
CCOC(=O)CC1C(=O)NCCN1S(=O)(=O)c1cccc(C(F)(F)F)c1 (configuration not stated)	-3%
CCOC(=O)c1ccccc1NC(=O)Cc1c(C(=O)O)n(C)c2ccccc12	4%
Cc1nc2cc(C(F)(F)F)ccc2n1CCNc1nc(-c2ccc(F)cc2)cs1	-5%
Cc1ccc(N(C(=O)Cn2nnc(-c3ccc(C)o3)n2)C(C(=O)NC2CCCC2)c2ccncc2)cc1 (configuration not stated)	-6%
Cc1ccc(/C=C2\SC(=S)N(CCC(=O)NCCCN3CCOCC3)C2=O)cc1	-9%
COc1ccccc1/C=N/OCc1cc(C(C)=O)ccc1OC	-1%
O=C(CCS(=O)(=O)c1ccc(Br)cc1)N1CCCCCC1	-10%
CC(=O)Oc1ccc(/C=C2/C(=O)N(c3ccccc3)N=C2C)cc1	-7%
O=S(=O)(c1ccc(Cl)cc1)N1CN(CC2CCCO2)c2nc3ccccc3nc21 (configuration not stated)	-5%
CCOC(=O)c1[nH]cnc1C(=O)Nc1ccc([N+](=O)[O-])cc1	-7%
Cc1cc2occ(CC(=O)NC3(C)CCS(=O)(=O)C3)c2cc1C (configuration not stated)	-12%
CC(=O)c1ccc(N2C(=O)[C@@H]3[C@H](C2=O)[C@H]2c4ccccc4C=NN2[C@@H]3C(C)=O)cc1	-5%
COc1ccc(C2C(C(=O)c3ccc(C)o3)=C(O)C(=O)N2Cc2ccco2)cc1OC (configuration not stated)	0%
Cc1cc(NC(=O)CSc2nc3c(C)cccc3cc2C)no1	-2%
COc1ccc(Cl)cc1NC(=O)CCCNC(=O)c1ccc(Cl)cc1	-8%

Two compounds picked at random from the list so far, as already listed:
structure	LYP phosphatase
COc1ccccc1/C=N/OCc1cc(C(C)=O)ccc1OC	-1%
O=C(CCS(=O)(=O)c1ccc(Br)cc1)N1CCCCCC1	-10%

Other entries:
structure	LYP phosphatase
Cc1ccc(C(=O)Nc2ccc(C(=O)O)cc2NC(=O)c2ccc(C)cc2)cc1	1%
CCCCNC(=O)C1CC(=O)N(CCc2ccc(C)cc2)C1 (configuration not stated)	-7%
C=CCNC(=O)CN1CCN(C(c2ccccc2)c2ccccc2)CC1	-2%
O=C(Nc1c(C(=O)N2CCN(c3ccccn3)CC2)oc2ccccc12)c1cccc([N+](=O)[O-])c1	-2%
O=C(OCC(=O)N1CCCC1)c1cc(Cl)ccc1[N+](=O)[O-]	-8%
Cc1cccc(C)c1N1C(=O)C(Cl)=C(N2CCCC2)C1=O	-5%
Cc1ccc(S(=O)(=O)NCc2nc(-c3ccccc3)no2)cc1	-10%
CCOC(=O)c1cc2c(=O)c3ccccc3oc2nc1C	-1%
COc1cc(/C=N/NC(=O)CC(=O)NC2CCCCC2)ccc1O	-4%
O=C1CCCN1CCC(=O)N1CCCC(Nc2ccc(F)c(F)c2)C1 (configuration not stated)	-8%

Filtered by structure, the compounds so far containing an aryl thioether with sulfur outside any ring.
structure	LYP phosphatase
COc1cc(C(=O)NCc2nnc(SCC(=O)N3CCCCCC3)o2)cc(OC)c1OC	-10%
Cn1c(SCC(=O)NC2CCCC2)nnc1-c1ccco1	-13%
Cc1ccc(NC(=O)CSc2nc3sc(C)cc3c(=O)n2C)cc1	-8%
Cc1cc(NC(=O)CSc2nc3c(C)cccc3cc2C)no1	-2%

Later entries.
structure	LYP phosphatase
COCCCNC(=S)N1CCN(c2nc(-c3ccccc3)cs2)CC1	1%
Cc1ccc(-n2c(SCC(=O)O)nc3c(sc(=S)n3-c3ccc(C)c(C)c3)c2=O)cc1	4%
COc1ccc(C(=O)N2CCC(n3nccc3NC(=O)C3CCOC3)CC2)cc1 (configuration not stated)	-6%
Cc1cccc([C@@H]2[C@@H]3C(=O)N(Cc4ccccc4)C(=O)[C@@H]3[C@]3(CC(C)C)C(=O)N(c4cccc(Cl)c4)C(=O)N23)c1	-1%
Cc1sc2nc[nH]c(=O)c2c1-c1ccc(F)cc1	-7%
COc1ccc(C2/C(=C(/O)c3ccc4c(c3)CC(C)O4)C(=O)C(=O)N2Cc2cccnc2)cc1 (configuration not stated)	-10%
CC1(c2ccc(OCC(N)=O)cc2)NC(=O)NC1=O (configuration not stated)	-11%
COc1ccc(S(=O)(=O)Nc2c(C)n(C)n(-c3ccccc3)c2=O)c(Cl)c1Cl	-7%
Cn1c(CC(=O)NN)c(Sc2ccccc2)c2ccccc21	-2%
CCOc1ccc(S(=O)(=O)n2ccnc2C)cc1	-13%
Cc1ccc2nc(N3CCN(C(=O)c4ccc(F)cc4)CC3)c(C#N)cc2c1	-5%
Cc1ccc(CNC(=O)Cn2ncn3cccc3c2=O)cc1	-10%
O=C(c1cc2ccccc2o1)N1CCN(c2ccccn2)CC1	-6%
COC(=O)c1ccccc1NC(=O)C1CCN(c2ncnc3c2nc2n3CCCCC2)CC1	-6%
COc1cc2c(cc1OC)C(COc1cccc(C(F)(F)F)c1)NCC2 (configuration not stated)	-8%
O=C(Oc1ccc(Cl)c2cccnc12)c1cccnc1	-10%
CCOC(=O)c1sc(=NC(=O)c2cccc(Br)c2)n(C)c1C	-2%
Cc1cccc(NS(=O)(=O)c2ccc3c(c2)CCN3C(=O)CCC(=O)O)c1	-7%
O=C(O)COCC(=O)Nc1ccc2c(c1)oc1ccccc12	-3%
CC(=O)N1c2c(cc(Br)cc2S(=O)(=O)NCc2ccc(C)cc2)CC1C (configuration not stated)	-10%
CC(C)/C=C/CN1CCC(Oc2ccc(C(=O)N3CCCC3)cc2)CC1	-6%
C/C(=N\NC(=O)c1ccc2ccccc2c1)c1cccs1	-2%
CC(C)C(=O)Nc1c2c(nn1-c1ccccc1)CSC2	-7%
COc1ccc(C)cc1S(=O)(=O)N(CC(=O)NCc1ccco1)c1ccc(C)cc1	-3%
COCC(=O)N(CCc1ccccc1)Cc1cc2cc(C)ccc2nc1Cl	-8%
COCCCNC(=O)c1cc(-c2cccnc2)nc2ccc(S(=O)(=O)N3CCCCCC3)cc12	-14%
COc1ccc(C(CNC(=O)COc2ccc(Cl)c(C)c2)N2CCCCC2)cc1 (configuration not stated)	-3%
O=C(O)c1cc(-c2ccc(Cl)cc2)n(-c2ccc(F)cc2)n1	-2%
COc1ccccc1CN1CC(C(=O)NCCN2CCOC2=O)CCC1=O (configuration not stated)	-9%
Cc1nn(-c2ccccc2)c2[nH]c(=O)cc(C(F)(F)F)c12	4%
C=C(C)COc1ccc2c(C)c(CCC(=O)N3C[C@H]4C[C@@H](C3)c3cccc(=O)n3C4)c(=O)oc2c1	-10%
CC(=O)Nc1ccc(S(=O)(=O)NC(C)CCc2ccccc2)cc1 (configuration not stated)	-8%
COc1ccc(NC(=O)NC(C)c2ccccc2)cc1 (configuration not stated)	-12%
C/C(=N\Nc1ccc(F)cc1)c1ccc(N2CCOCC2)c(F)c1	-3%
CC(C)(CNC(=O)c1ccc(Br)o1)CNC(=O)c1ccc(Br)o1	-13%
O=C(Nc1cc(Cl)ccc1Cl)C1Cc2ccccc2O/C1=N\O (configuration not stated)	1%
Cc1cc(OC(C)C(=O)NCC2CCC(C(=O)O)CC2)c2c(C)c(C)c(=O)oc2c1 (configuration not stated)	-9%
CNS(=O)(=O)c1ccc2c3c(cccc13)C(=O)N2	-18%
COc1ccc(CCN2CC(C(=O)NCCc3cnn(C)c3)CCC2=O)cc1 (configuration not stated)	-3%
COc1cccc(CN2CCN(C(c3ccccc3)c3ccccc3)CC2)c1O	-7%
CNC(=S)NNC(=O)c1cc(-c2cccnc2)nc2ccccc12	-11%
CNc1c(NC(=O)COc2ccc(Cl)cc2)c(=O)oc2ccccc12	-12%
O=C(O)c1ccc(/C=C2\SC(=S)N(NC(=O)c3ccccc3[N+](=O)[O-])C2=O)cc1	-4%
CS(=O)(=O)N1CCN(Cc2cc(=O)n3ccsc3n2)CC1	-7%
O=C(O)CSc1nnc(NC(=O)CN2CCOCC2)s1	-7%
COc1ccc(NC(=O)CN(C)C(=O)CCc2ccccc2)cc1	-12%
CCOc1ncccc1C(=O)N(CC)CC(=O)NCc1ccc(F)cc1	-12%
CC(C)(C)OC(=O)N1CCN(CCNC(=O)c2ccccc2)CC1	-8%
O=C1NC(c2cccc(Cl)c2)Oc2ccccc21 (configuration not stated)	-10%
C=CCc1cc(OC)ccc1OCCCCn1cncn1	-10%

Further compounds.
structure	LYP phosphatase
COc1ccc(N2CCN(CCC(=O)c3ccc4ccccc4c3)CC2)cc1	-5%
COc1ccc(C(=O)NCCN2CCOCC2)cc1[N+](=O)[O-]	-9%
COc1ccc(NC(=S)N2CCc3ccccc32)cc1OC	-6%
Cc1nc(SCC(=O)N2CCN(c3ccccc3)CC2)n[nH]1	-5%
CC1CCCC(NC(=O)CCS(=O)(=O)c2ccc3c(c2)NC(=O)CS3)C1C (configuration not stated)	-13%
CCCc1cc(=O)oc2c(C)c(OCC(=O)NCCCn3ccnc3)ccc12	-9%
O=C(NCc1ccc(Cl)cc1)c1ccc2ccccc2n1	-9%

Assay outcomes deposited in PubChem by Sanford-Burnham Center for Chemical Genomics.
